Screens (PubChem BioAssay)
TAAR1 antagonist: human TAAR1 antagonism; Q96RJ0; CHO RD-HGA16 TAAR1, Fluo-8 calcium fluorescence, antagonist; inhibition, % at 3 µM; actives 1.5% (n = 360,000);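 active = inhibition above a per-plate cutoff, the mean inhibition of test compounds on that plate plus 3 SD, cut at about 49% in these data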;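 note: 0% = DMSO plus EC80 beta-PEA response and 100% = DMSO alone without agonist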
Target sequence (Q96RJ0 whole entry, looked up): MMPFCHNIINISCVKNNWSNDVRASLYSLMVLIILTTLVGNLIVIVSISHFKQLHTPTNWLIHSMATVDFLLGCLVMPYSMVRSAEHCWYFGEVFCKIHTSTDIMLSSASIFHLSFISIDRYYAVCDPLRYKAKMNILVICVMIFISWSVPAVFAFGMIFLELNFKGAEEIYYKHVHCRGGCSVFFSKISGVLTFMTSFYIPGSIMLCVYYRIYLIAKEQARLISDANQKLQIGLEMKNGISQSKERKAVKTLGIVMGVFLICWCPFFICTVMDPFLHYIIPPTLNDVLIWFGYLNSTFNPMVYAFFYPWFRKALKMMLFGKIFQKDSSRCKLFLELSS
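Test system – hTAAR1-expressing CHO RD-HGA16 cells, Gα16-coupled · Also added – β-PEA at EC80 concentration, post-compound challenge · Compound – 3 µM, single point · Incubation – dye loading 75 min at 37 °C, then 30 min room temperature · Measured by – Fluo-8 intracellular calcium dye fluorescence, real-time kinetic reads · Benchmarks – vehicle and agonist controls · Replicates – singlicate, one well per test compound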
CHRM1 PAM: positive allosteric modulators of human M1 muscarinic receptor; P11229; actives 0.088% (n = 360,000); activation, % at 3 µM; CHO-K1 hM1, Fluo-8 calcium fluorescence, ACh EC20; 0% = ACh EC20, 100% = maximal ACh; AID 588819; in the data active = activation above about 19%, passing the limit was not always enough
Target sequence (P11229 whole entry, looked up): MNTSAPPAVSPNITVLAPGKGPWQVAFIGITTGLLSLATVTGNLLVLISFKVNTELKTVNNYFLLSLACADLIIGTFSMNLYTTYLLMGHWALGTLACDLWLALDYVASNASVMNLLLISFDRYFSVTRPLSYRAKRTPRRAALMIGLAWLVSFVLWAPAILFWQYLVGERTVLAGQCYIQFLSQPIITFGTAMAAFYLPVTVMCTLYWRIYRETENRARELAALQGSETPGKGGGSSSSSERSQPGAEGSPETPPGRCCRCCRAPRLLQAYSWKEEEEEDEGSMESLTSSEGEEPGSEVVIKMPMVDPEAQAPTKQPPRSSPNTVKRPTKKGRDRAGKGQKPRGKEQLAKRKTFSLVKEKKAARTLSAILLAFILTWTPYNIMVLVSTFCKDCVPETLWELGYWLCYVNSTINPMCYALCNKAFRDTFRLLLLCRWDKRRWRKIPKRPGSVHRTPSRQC
M1 ag: human M1 muscarinic receptor agonism; P11229; CHO-K1 hM1, Fluo-8 calcium fluorescence, agonist mode; 0% DMSO, 100% acetylcholine EC100; activation, % at 3 µM; actives 0.33% (n = 360,000); AID 588814;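 active = activation above the run's mean compound activation plus 3 SD, cut at about 16% in these data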;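 note: peak over basal fluorescence ratio within a 140 s kinetic read after compound addition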
V1aR counter: activates human V1a receptor in oxytocin agonist counter-screen; CHO-V1R cells, Fluo-8 calcium fluorescence, agonist mode; 0% DMSO, 100% 3 nM vasopressin; activation, % at 3 µM; actives 0.25% (n = 320,000); AID 2797; P37288;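 active = activation above the mean activation of all tested compounds plus 3 SD, per screening run, cut at about 20% in these data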;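 note: signal is peak over basal fluorescence ratio across a 100 second FLIPR read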
M1 antag: blocks human M1 muscarinic receptor | AID 588852 | CHO-K1 hM1, Fluo-8 calcium fluorescence, ACh EC80 antagonist | P11229 | inhibition, % at 3 µM | actives 1.3% (n = 360,000);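 active = percent inhibition above its own plate's cutoff, namely the mean of that plate's compound wells plus 3 SD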;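 note: peak over basal fluorescence ratio during 140 s after agonist addition; 0% = ACh EC80 plus DMSO and 100% = DMSO alone without agonist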
OXTR potentiate: potentiates the human oxytocin receptor response; P30559; CHO-OTR cells, Fluo-8 calcium fluorescence, potentiator mode; 0% = oxytocin EC15, 100% = EC100; activation, % at 3 µM; actives 0.061% (n = 320,000);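 active = activation above that plate's cutoff, the mean activation of tested compounds plus 3 SD, cut at about 6.6% in these data, passing the limit was not always enough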;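 note: 100% uses oxytocin at 75 nM as the full agonist control; some results filed as inactive read as strong as hits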
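Assay system: CHO cell line stably expressing human OTR. Reagent: EC15 oxytocin agonist. Dosing: single dose, 3.0 µM nominal final compound concentration. Timing: compound 6 min at room temperature before oxytocin, 100 s read. Signal: kinetic Fluo-8 calcium fluorescence. Controls: oxytocin EC15 low and EC100 high.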
OXTR agonist: activates the human oxytocin receptor. CHO-OTR cells, Fluo-8 calcium fluorescence; normalized: DMSO 0%, oxytocin 100%. activation, % at 3 µM. actives 0.32% (n = 320,000). AID 2435;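 active = activation above the mean of all tested compounds plus 3 SD, cutoff set per screening run, cut at about 20% in these data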;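 note: peak over basal fluorescence ratio from a 100 s FLIPR kinetic read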
TAAR1 ag: human TAAR1 agonism; CHO RD-HGA16 TAAR1, Fluo-8 calcium fluorescence; vehicle wells 0%, saturating PEA agonist 100%; activation, % at 3 µM; actives 0.99% (n = 360,000); AID 624467;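 active = activation above the mean activation of all test compounds in the run plus 3 SD, cut at about 38% in these data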
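System: CHO RD-HGA16 cells carrying human TAAR1 plus Gα16; Incubation: 17-24 h seeding, 75 min 37 °C dye, 30 min RT; Measured by: Fluo-8 fluorescence, 5 s baseline then 140 s kinetic read; Control set: DMSO and PEA EC100; Replication: single well for each compound.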
CHO parental Ca: counter-screen: ATP calcium response change in parental CHO cells; parental CHO-K1, ATP-induced calcium, Fluo-8 fluorescence; inhibition, % at 5.6 µM; actives 0.63% (n = 330,000);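 active = inhibition above that plate's mean sample inhibition plus 3 SD, cut at about 26% in these data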;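 note: 0% = ATP-challenged DMSO wells and 100% = DMSO wells without ATP; some compounds past the cut are filed as inactive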
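Material: Parental CHO cells | Reagent: ATP | Compound dosing: Single nominal dose of 5.6 µM per compound | Detection: Intracellular calcium via Fluo-8 no-wash fluorescent dye | Read-out: % inhibition of ATP-induced calcium mobilization | Benchmarks: Low control ATP plus DMSO, high control DMSO only | Replicates: Singlicate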
* = called active by the depositor; . = not tested or not shown.

SMILES	TAAR1 antagonist	CHRM1 PAM	M1 ag	V1aR counter	M1 antag	OXTR potentiate	OXTR agonist	TAAR1 ag	CHO parental Ca
O=C(O)Cn1c(O)c(C2=c3ccccc3=NC2=O)sc1=O	12	6	-2	0.3	-2	0	0.7	0	-3
Cc1c(NC(=O)c2nn3c(C(F)(F)F)cc(-c4ccccc4)nc3c2Cl)c(=O)n(-c2ccccc2)n1C	-10	-14	-6	-0.2	21	-9	-1.2	4	-24
CCOc1ccc(CCNC(=O)C2CC(=O)N(c3ccc4c(c3)OCCO4)C2)cc1OCC (stereo not drawn)	6	10	-1	-0.2	-8	2	-0.8	1	-23
O=C(O)C(Oc1ccc2cc(-c3ccc(Cl)cc3)c(=O)oc2c1)c1ccccc1 (stereo not drawn)	15	1	-2	.	-5	.	.	3	.
COc1ccc(CNC(=O)CCS(=O)(=O)c2cccc3nonc23)cc1	-13	12	-2	0.6	-17	-3	0.0	1	-5
COc1cc(C(C)=O)ccc1OC(C)C(=O)Nc1ccc(S(=O)(=O)N2CCCC2)cc1 (stereo not drawn)	-9	-1	-8	-0.1	0	-6	-0.4	3	-11
COCCSc1ccccc1C(=O)Nc1ccc(Br)cc1	-7	2	-5	-0.7	2	-9	-1.6	1	-9
C=CCOc1ccc(C(=O)NC2CCCCC2)cc1	13	9	-4	-0.8	-39	-14	-1.8	9	-2
CC(C)c1ccc(NC(=O)[C@H](Cc2c[nH]c3ccccc23)NC(=O)[C@@H]2Cc3ccccc3CN2)cc1	14	-2	-10	6.3	5	-5	6.2	18	-1
CCOc1cc2c(cc1OC)C(NC(=O)c1ccco1)CC2=O (stereo not drawn)	-12	16	-3	0.8	-16	-13	2.0	3	-12
COCCCN(C)C1CCN(C(=O)Nc2ccc(F)cc2)CC1	10	-3	-7	0.8	1	-5	-0.1	0	-2
CCOc1ccc(NC(=O)c2ccco2)cc1S(=O)(=O)N1CCCC1	4	4	0	0.7	-11	-3	1.0	0	-1
CCCCC(CC)C1OCC(CN2CCCCC2)O1 (stereo not drawn)	-7	1	-7	0.1	-4	0	-0.1	-1	-8
CN(C(=O)CC1C(=O)NCCN1Cc1cccc(F)c1F)C1CCOCC1 (stereo not drawn)	-4	5	1	-0.5	-11	-8	0.5	0	7
CCOc1ccc(C(=O)NCC(=O)N2CCC3CCCCC3C2)cc1OCC (stereo not drawn)	-8	13	-9	-1.9	-4	-7	-2.0	-3	-13
CCOC(=O)c1c(NC(=O)Cc2cccs2)sc(C(=O)N2CCCCC2)c1C	14	9	-4	-0.7	-6	-10	-1.5	16	-27
O=C(CCN1CCOCC1)NC1CCCN(Cc2ccccc2F)C1 (stereo not drawn)	2	-3	-3	0.3	7	-3	0.4	0	-12
Cc1ccc(C(=O)NC(C(=O)NC2CCCC2)c2ccccc2)cc1 (stereo not drawn)	-15	7	-3	-1.0	-14	2	-1.4	-1	-3
CN(C)CCCN(C(=O)CCS(=O)(=O)c1ccccc1)c1nc2cc3c(cc2s1)OCO3	-3	-1	-6	0.1	-17	4	0.8	2	-11
CCN1C[C@@H]2[C@@H]3C(=O)N(C)C(=O)[C@@H]3[C@](C)(C1=O)N2C(=O)c1ccc(C(C)(C)C)cc1	1	1	-2	.	2	.	.	2	.
CCc1ccc2[nH]c(O)c(N=NC3=NC(=O)CS3)c2c1	-22	6	-1	0.8	-23	6	-0.2	2	-5
OCCCNCc1ccc(N(c2ccccc2)c2ccccc2)cc1	-3	-31	-9	4.8	71*	1	10	45*	-2
CCS(=O)(=O)c1nc(S(=O)(=O)c2ccc(Cl)cc2)c(N2CCCC2)s1	-3	13	-1	1.1	-9	-11	0.8	1	-7
O=C(Nc1cc(Cl)ccc1N1CCOCC1)c1cnccn1	0	-1	-2	-0.3	-21	-11	-0.5	3	-15
COc1ccc2[nH]c3c(c2c1)CCN1C(=O)C(CC(=O)NCCCn2ccnc2)C[C@H](C(=O)N2CCCCC2)[C@@]31C (stereo partly drawn)	-8	16	-6	.	-19	.	.	0	-6
CC1(C)CC[C@@]2(C(=O)O)C(C1)C1=CCC3[C@@]4(C)CC[C@H](O)C(C)(C)C4CC[C@@]3(C)[C@]1(C)C[C@H]2O (stereo partly drawn)	.	.	.	0.0	.	-10	31*	.	93*
CC(C)CCN1C(=O)CC(NNC(=O)c2ccc(S(=O)(=O)N3CCCC3)cc2)C1=O (stereo not drawn)	-8	0	-4	-0.5	8	0	0.3	-4	-11
CC1(C)CC2CC(C)(CN2C(=O)C23CCC(C)(C(=O)O2)C3(C)C)C1 (stereo not drawn)	1	-2	-5	-1.2	1	-2	-1.5	0	-22
COc1ccc(N2CCN(C(=O)C3(C)CC3(Cl)Cl)CC2)cc1 (stereo not drawn)	13	4	-4	0.9	-6	-10	-0.7	0	0
CCOC(=O)c1cc2sc(C)cc2n1CC(=O)NCCc1ccccc1	9	3	-8	-0.8	-16	-7	-1.9	0	-18
O=C(COc1ccccc1F)NC1CCN(Cc2ccccc2)CC1	13	-1	-7	0.1	1	5	1.0	1	-4
Cn1nnnc1SC(C(=O)Nc1cccc(C(F)(F)F)c1)c1ccccc1 (stereo not drawn)	12	-1	-2	1.0	1	-9	-2.8	1	-15
COc1ccc(CNC(=O)c2csc3c2CCCC3)cc1	-3	5	-3	-0.8	-3	-7	-0.8	0	-17
O=C(NNS(=O)(=O)c1cccc(Cl)c1)c1cc(-c2ccc(F)cc2)nc2ccccc12	-18	3	1	-0.2	-3	-12	-1.2	-2	-21
Cc1ccc(F)c(NC(=O)c2cncn2-c2ccccc2)c1	-16	10	-3	0.4	-24	2	0.6	0	-13
CC(CCc1ccccc1)NC(=O)C1CC1 (stereo not drawn)	-23	5	-4	-0.8	-7	2	-1.1	2	0
COc1ccccc1CCC(=O)Nc1ccc(OC)c(S(=O)(=O)N2CCCCC2)c1	30	3	-3	1.5	-1	-6	-1.4	0	-15
Cc1ccc(C)c(-c2cc(C(=O)N/N=C/c3cccnc3)c3ccccc3n2)c1	2	16	9	0.4	-3	-7	-0.1	1	-23
O=C1N(Cc2cccnc2)C[C@@H]2C[C@@H](c3ccccc3C#Cc3ccccc3)N3CCC[C@@]123	-27	-1	-8	-1.5	-4	-14	-1.5	-1	-16
O=c1c2c(nc3nc(NCc4ccccc4Cl)[nH]n13)CCC2	-13	.	.	0.4	.	-11	-1.5	10	-10
CCc1sc(C(=O)NCc2ccco2)cc1C	1	15	-1	-0.2	-12	0	-0.7	6	-12
CN(Cc1cnn(-c2ccc(F)cc2)c1)C(=O)[C@H]1O[C@@H](n2cnc3c(N)ncnc32)[C@H](O)[C@@H]1O	-1	-4	-2	.	-10	.	.	1	.
COC(=O)c1[nH]c2ccc(F)cc2c1NC(=O)CCN1CCN(Cc2ccc3c(c2)OCO3)CC1	12	-19	-7	.	26	.	.	11	.
COc1cc(CNc2ccc3[nH]c(=O)[nH]c3c2)ccc1OCc1cccc(C)c1	17	6	-4	5.2	-5	-10	2.8	0	-10
O=C1CCCc2c1cc(C(=O)NC1CCSC1=O)c(=O)n2-c1ccccc1 (stereo not drawn)	-3	6	-4	0.2	-14	-9	0.6	1	-20

Laid out differently: results already given
| Compound | TAAR1 antagonist | CHRM1 PAM | M1 ag | V1aR counter | M1 antag | OXTR potentiate | OXTR agonist | TAAR1 ag | CHO parental Ca |
| --- | --- | --- | --- | --- | --- | --- | --- | --- | --- |
| CCc1ccc2[nH]c(O)c(N=NC3=NC(=O)CS3)c2c1 | -22 | 6 | -1 | 0.8 | -23 | 6 | -0.2 | 2 | -5 |
| OCCCNCc1ccc(N(c2ccccc2)c2ccccc2)cc1 | -3 | -31 | -9 | 4.8 | 71* | 1 | 10 | 45* | -2 |
| CCS(=O)(=O)c1nc(S(=O)(=O)c2ccc(Cl)cc2)c(N2CCCC2)s1 | -3 | 13 | -1 | 1.1 | -9 | -11 | 0.8 | 1 | -7 |
| O=C(Nc1cc(Cl)ccc1N1CCOCC1)c1cnccn1 | 0 | -1 | -2 | -0.3 | -21 | -11 | -0.5 | 3 | -15 |

(list continues)
SMILES	TAAR1 antagonist	CHRM1 PAM	M1 ag	V1aR counter	M1 antag	OXTR potentiate	OXTR agonist	TAAR1 ag	CHO parental Ca
CCOC(=O)NN1C(=O)c2ccccc2NC1c1ccccc1F (stereo not drawn)	0	11	-3	-0.3	-10	-5	-0.8	2	-12
CC(=O)Nc1ccc2nc3ccccc3nc2c1	-34	3	-4	1.1	-6	-5	1.8	1	-3
Cc1cc[n+](CC(=O)c2ccc(NC(=O)c3ccccc3)cc2)c2ccccc12	23	-11	-5	-0.7	27	-12	-1.0	4	-11
Nc1nnc(SCC(=O)OCC(=O)Nc2ccccc2)s1	8	2	-5	-0.3	-3	-11	-0.6	3	1
Cc1cc2[nH]c(=O)c(=O)[nH]c2cc1S(=O)(=O)Nc1cccc(C)c1C	-13	8	-2	0.8	-10	-17	-1.0	3	0
CCOC(=O)c1c(C)c(C(=O)NCc2ccco2)c(C)n1C	-6	11	-5	0.5	-3	0	0.8	0	-12
CSc1nc(-c2ccccc2)nc(C(C)C)n1	-4	7	-2	0.2	-6	1	-0.4	5	-8
Cn1c(SCC(=O)NCc2cccs2)nnc1-c1ccc(O)cc1	-11	10	-5	-0.9	-2	2	0.3	2	-5
CCOc1ccc(C(=O)O)cc1OC	-2	4	-3	1.5	-8	-10	-0.1	14	-1
O=C(Nc1ccc(F)cc1F)c1sccc1SCc1cccc(C(F)(F)F)c1	11	-1	-3	1.8	-4	-3	0.9	9	-34
C[C@@H]1CC=C[C@H]2[C@H]1C(=O)N(Cc1ccccc1)[C@H]2c1ccc(-c2ccc(F)cc2)cc1F	-10	-7	-3	0.6	0	-3	0.5	2	-27
CC[C@H]1C(=O)[C@@H](Cc2ccccc2)[C@@H]2CCN3C(=O)CCC[C@H]1[C@H]23	2	10	-10	.	-9	.	.	4	.
COC(=O)[C@H](C(C)C)n1c(C)c(C(C)=O)c(C(C)=O)c1C	4	1	-2	-0.2	-8	-11	0.5	-1	-13
CC1(C)NC(=O)N(CCOCCOc2ccccc2)C1=O	-16	2	-3	4.4	-14	-5	0.3	4	2
O=C(O)/C(=C/c1ccco1)NC(=O)c1ccccc1	-1	1	-2	0.2	3	2	0.4	2	1
CCN1C(=O)[C@H]2[C@@H](c3ccc(C(F)(F)F)cc3)N[C@]3(CCCN(Cc4ccc(C(F)(F)F)cc4)C3=O)[C@H]2C1=O	-35	6	-6	.	-15	.	.	0	.
Cn1cc(C(CC(=O)O)C(=O)O)c2ccccc21 (stereo not drawn)	-12	10	-4	0.2	-9	-7	0.5	2	-15
